# Screening data: PubChem, National Center for Advancing Translational Sciences (NCATS)
# Tau filament bind: tau filament binding | P10636 | recombinant tau filaments, thioflavin S fluorescence, 15 h; filaments grown with octadecylsulfate alongside compound | Potency, µM (series often up to 57.1 µM), for inactives: at the highest dose activity change, negative = inhibition | hit rate 2% among 71,000;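 note: potency is the fitted concentration of half-maximal effect; % is set by controls: 0 for no effect and ±100 for the full control effect; actives lower thioflavin S fluorescence by blocking filaments or displacing dye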
#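 Tau 2 uM in ThS buffer dispensed; compound added; 60 uM ODS added (finals 1 uM tau, 30 uM ODS); 15 h 37 C; fluor ex450/em510.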
# HEK293 cAMP cs: raises cAMP in parental HEK293 cells, TSHR agonist counter-screen; parental HEK293 CNG cAMP sensor, membrane potential fluorescence; Potency, µM (doses to about 57.1 µM), for inactives: at the highest dose activation, actives largely listed as activators; hit rate 2.5% among 73,000; note: potency is the fitted concentration of half-maximal effect; % of control where 0% means no effect; nearly all actives have a fitted effect of over 55% in size
#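 Counterscreen for endogenous-receptor signalling: CNG-channel HEK 293 cells report cAMP rise by membrane depolarization. After 60 min dye equilibration with 100 uM RO 20-1724, compounds incubated 30 min before bottom-read fluorescence at 590 nm.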
# Fluorescein autfl: compound autofluorescence in fluorescein spectral region | hit rate 0.91% among 59,000 | Compound autofluorescence, 480/540 nm, fluorescein-equivalent; stronger effect = higher value | AID 593 | max fluorescein-equivalent concentration, M; in the data active = max fluorescein-equivalent concentration above about 10 nM; inconclusive = between about 1.1 nM and that limit
#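 Spectral profiling of library compounds in the fluorescein window (480 nm excitation, 540 nm emission) after 15 min at room temperature in pH 8.0 Tris (100 mM). Values are dye-equivalent concentrations.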
# FLuc inh: inhibitors of firefly luciferase. purified firefly luciferase, luminescence, 8 min. Potency, µM (highest dose often 57.1 µM), for the others: top-dose activity change, negative = inhibition, actives largely listed as inhibitors. hit rate 2.2% among 72,000. AID 411; note: potency is the fitted concentration of half-maximal effect; % is set by controls: 0 for no effect and ±100 for the full control effect; nearly all actives have a fitted effect of over 40% in size
# Target sequence (P08659 whole entry, looked up): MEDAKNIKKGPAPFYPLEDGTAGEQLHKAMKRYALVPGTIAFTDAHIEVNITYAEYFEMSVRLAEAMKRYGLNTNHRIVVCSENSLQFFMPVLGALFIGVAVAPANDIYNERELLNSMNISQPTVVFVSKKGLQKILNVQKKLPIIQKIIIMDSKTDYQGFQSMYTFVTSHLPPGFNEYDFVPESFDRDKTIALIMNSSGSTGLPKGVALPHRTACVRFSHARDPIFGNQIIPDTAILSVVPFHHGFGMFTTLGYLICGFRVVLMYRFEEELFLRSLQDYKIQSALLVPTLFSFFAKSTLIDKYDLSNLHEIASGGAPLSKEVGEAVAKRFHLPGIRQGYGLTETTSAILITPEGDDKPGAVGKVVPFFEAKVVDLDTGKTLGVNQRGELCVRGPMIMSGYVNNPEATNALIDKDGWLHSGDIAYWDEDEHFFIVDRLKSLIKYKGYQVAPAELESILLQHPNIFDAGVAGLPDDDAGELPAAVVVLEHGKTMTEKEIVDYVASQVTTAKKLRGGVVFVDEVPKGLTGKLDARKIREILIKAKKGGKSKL
#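 Here, luciferase activity is measured as luminescence following an 8 min room-temperature reaction at 10 uM ATP, pH 7.2. Every library sample is titrated.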
# USP2a inh: inhibitors of human ubiquitin-specific protease USP2a. USP2a enzymatic assay, qHTS inhibition. hit rate 0.1% among 60,000. Potency, µM (top dose mostly 38.3 µM), for the others: at the top dose activity change, negative = inhibition, usual class: inhibitors. AID 927. O75604;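 note: potency is the fitted concentration of half-maximal effect; nearly all actives have a fitted effect of over 60% in size; plate controls were DMSO for no effect and NEM full inhibition control for full effect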
#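 20 nM USP2 core + cpd, 30 min RT; add 20 nM Ub-PLA2/20 uM NBD C6-HPC; read Ex460/Em535 at 0 h and 2.5 h. Normalized to NEM; qHTS curve fit/classification.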
# ERK AVP inh: vasopressin-driven ERK pathway inhibition; HEK293-V1b, vasopressin-stimulated pERK AlphaScreen; Potency, µM (doses to about 57.5 µM), for the others: at the highest dose activity, negative = inhibition, hits mostly inhibitors; hit rate 0.99% among 72,000; AID 995; note: potency is the fitted concentration of half-maximal effect; % is set by controls: 0 for no effect and ±100 for the full control effect; nearly all actives have a fitted effect of over 55% in size
#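 qHTS, compounds titrated on V1b-expressing HEK293 cells. Preincubation 30 min at 37C, vasopressin 25 nM for 5 min, lysis 10 min, bead incubation 5 hr at room temperature.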
# Caspase-1 inhib: blocks human caspase-1 allosterically or competitively; Caspase-1 enzyme, Ac-WEHD-AFC fluorogenic rate; Potency, µM (doses to about 57.5 µM), inactives show at the top dose activity change, negative = inhibition, most hits filed as inhibitors; P29466; hit rate 0.03% among 75,000;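 note: potency is the fitted concentration of half-maximal effect; plate controls were vehicle for no effect and no substrate for full effect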
# Target sequence (P29466 120-297 limits assumed): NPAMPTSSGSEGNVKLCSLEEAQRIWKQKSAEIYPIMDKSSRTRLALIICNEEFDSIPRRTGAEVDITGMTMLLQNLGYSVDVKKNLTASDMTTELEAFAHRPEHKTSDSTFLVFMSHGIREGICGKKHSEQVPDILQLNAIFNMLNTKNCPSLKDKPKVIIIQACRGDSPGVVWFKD
# Target sequence (P29466 317-404 limits assumed): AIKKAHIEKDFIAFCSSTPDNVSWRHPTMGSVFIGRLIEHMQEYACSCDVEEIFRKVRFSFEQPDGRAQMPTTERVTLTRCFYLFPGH
# Casp7 inh: caspase-7 (human) inhibition, allosteric or competitive. recombinant caspase-7, Ac-DEVD-AFC fluorescence rate. Potency, µM (series often up to 57.5 µM), inactives show at the highest dose activity change, negative = inhibition, most hits filed as inhibitors. hit rate 0.02% among 75,000. AID 889; active = well fitted inhibition curve with a large enough effect in the main read-out, with a control signal flat, not every such curve was filed as active; inconclusive = small, poorly fitted or top-dose-only effect, or a change in a side signal; note: potency is the fitted concentration of half-maximal effect; % of control where 0% means no effect
# HADH2 inhib: HADH2 (human) dehydrogenase inhibition. Q99714. recombinant HADH2, NADH fluorescence, beta-hydroxybutyryl-CoA. Potency, µM (top dose mostly 57.1 µM), inactives show top-dose activity change, negative = inhibition, actives largely listed as inhibitors. hit rate 3.4% among 73,000. AID 886; note: potency is the fitted concentration of half-maximal effect; % is set by controls: 0 for no effect and ±100 for the full control effect; nearly all actives have a fitted effect of over 60% in size; many of its hits are not listed in these tables
#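 Buffer 100 mM Tris-HCl pH 9.0/0.01% Tween-20; HADH2 20 nM; NAD+ 1 mM; beta-hydroxybutyryl-CoA 90 uM (all final). 15 min cpd preincubation, RT.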
# Texas Red fluor: compounds fluorescent in Texas Red spectral region; Compound fluorescence, Texas Red channel, 547/618 nm; stronger effect = higher value; max dye-equivalent concentration, M; hit rate 0.06% among 59,000; in the data active = max dye-equivalent concentration above about 10 nM; inconclusive = between about 1.1 nM and that limit
#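 Texas Red-region profiling: compounds in 100 mM Tris pH 8.0 were read at 547/618 nm after 15 min at room temperature. Intensities were normalized against a six-point Texas Red standard series to give dye-equivalent concentration.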
# Rhodamine fluor: compound autofluorescence in rhodamine spectral region. Rhodamine-region fluorescence, 547/598 nm, Tris buffer; stronger effect = higher value. max dye-equivalent concentration, M. AID 594. hit rate 0.05% among 59,000; in the data active = max dye-equivalent concentration above about 11 nM; inconclusive = between about 1.1 nM and that limit
#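 qHTS spectral profiling of compounds without any target or enzyme present, in pH 8.0 Tris buffer; plates were read after a 15-minute room-temperature incubation using the rhodamine-region filter set.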
# * = called active by the depositor; i = inactive; ? = inconclusive; · = no result given; [ ] = dose if it differs, or a comment. Unless noted, calls come from the whole dose curve; as a rule, active = well fitted curve in the direction sought with a large enough effect; inconclusive = small, poorly fitted or top-dose-only effect, or another doubt; inactive = no such curve, though single readings can be large; an effect the other way counts as inactive or inconclusive. This is a subset, so the mix of outcomes need not match the whole.
SMILES,Tau filament bind,HEK293 cAMP cs,Fluorescein autfl,FLuc inh,USP2a inh,ERK AVP inh,Caspase-1 inhib,Casp7 inh,HADH2 inhib,Texas Red fluor,Rhodamine fluor
CCN1C(=O)C(Cc2nc3ccccc3c(=O)n2C)c2ccccc21 (configuration not stated),7%,2%,·,-3%,5%,-28%,1%,-1%,-2%,·,·
CN=C1SC(CC(=O)Nc2sc3c(c2C#N)CCCC3)C(=O)N1C (configuration not stated),-6%,-4%,?,1%,·,-27%,-2%,3%,6%,i,i
Cc1ccc(Cl)cc1N1CCN(S(=O)(=O)c2cccc(S(=O)(=O)N3CCCC3)c2)CC1,21%,?,?,0%,18%,7%,-4%,-1%,24%,i,i
CCSC1=C(C#N)C(=O)n2c1cc1c2CCCC1,25µM*,-86%[inhibitor],?,-5%,15%,?,-5%,-8%,?,i,i
Fc1ccc(-n2c(Cc3ccccc3)nnc2SCc2nc(-c3cccs3)no2)cc1,-16%,25µM*,i,2%,3%,-18%,-4%,-5%,-1%,i,i
CCOc1ccc(CCNS(=O)(=O)c2c(C)n[nH]c2C)cc1OCC,4%,-1%,i,2%,8%,-19%,-2%,0%,14%,i,i
Cc1ccccc1-c1nc(CN2CCC(C(=O)NCCCN3CCCC3)CC2)c(C)o1,-12%,-4%,i,2%,9%,4%,0%,1%,-1%,i,i
Cn1c(=O)c2cc(S(=O)(=O)NCCC(=O)NCc3ccccc3Cl)ccc2n(C)c1=O,-5%,8%,i,2%,11%,-25%,0%,-1%,6%,i,i
N#CC(c1nc2ccccc2nc1N1CCCCC1)S(=O)(=O)c1ccc(Cl)cc1 (configuration not stated),4%,11%,?,3%,-1%,10%,-16%,-19%,-17%,?,i
CC(=O)Nc1ccc(OC(=O)C(CCS(C)(=O)=O)N2C(=O)c3ccccc3C2=O)cc1 (configuration not stated),6%,-3%,?,0%,-13%,-9%,-15%,-16%,-7%,?,i
CC1(C)C(c2cccs2)=[N+]([O-])C2(CCCCC/C2=N\O)N1O (configuration not stated),2%,0%,i,0%,-8%,4%,0%,-2%,-4%,i,i
CCOC(=O)CSc1nc2cc(OC)ccc2cc1C#N,-1%,29%,i,-10%,83%[activator],3%,?,-9%,-5%,i,i
Cc1noc(C)c1CSc1nnc2n(-c3ccccc3)c(=O)c3ccccc3n12,10%,11%,?,7%,7%,7%,0%,-2%,-5%,?,i
NC(=O)CN1C(=O)C(O)(CC(=O)c2ccccc2O)c2ccccc21 (configuration not stated),-7%,2%,·,-1%,·,-3%,3%,-2%,-9%,·,·
Cc1ccccc1NC(=O)CCN1CCCCCC1,1%,4%,i,1%,-5%,-12%,-1%,0%,0%,i,i
O=C1c2cccnc2C(=O)N1Cc1ccc2c(c1)OCO2,11%,10%,?,1%,4%,-6%,0%,-2%,-15%,i,i
CCOC(=O)c1[nH]c(C)c(/C(O)=C2\C(=O)C(=O)N(CCN(C)C)C2c2ccncc2)c1C (configuration not stated),-11%,-1%,i,1%,-7%,-16%,-1%,-1%,-5%,i,i
O=C(/C=C/N1CCOCC1)c1ccc(-c2ccccc2)cc1,216%,25%,·,?,50%[activator],?,-7%,-6%,-25%,·,·
COC(=O)c1cc(CSc2nnc(NC3CCCCC3)s2)oc1C,-6%,13µM*,i,2%,15%,5%,-3%,-4%,?,i,i
Cc1ccc(C2NC(=O)NC(O)(C(F)(F)F)C2C(=O)c2cccs2)o1 (configuration not stated),4%,4%,i,4%,-1%,14%,-1%,1%,-1%,i,i
Cc1cccc(NC(=O)Cn2nnc(-c3cccs3)n2)c1C,13µM*,-59%[inhibitor],i,-3%,10%,-19%,-5%,-4%,11%,i,i
Nc1cc(N)nc(SCC(=O)NCC2CCCO2)n1 (configuration not stated),0%,-6%,i,1%,-3%,-15%,-3%,1%,9%,i,i
CC(=O)c1c(C)[nH]c(C(=O)Nc2ccc(C)cn2)c1C,6%,-6%,i,2.5µM*,7%,16%,-9%,0%,-4%,?,i
CCCCOc1ccc(CNn2c(C)nc3ccccc3c2=O)cc1,7%,35%,i,0%,25%,1%,-1%,1%,7%,i,i
O=S(=O)(Nc1ccncc1)c1ccccc1,4%,-3%,i,5%,-3%,-26%,1%,-2%,0%,i,i
Cc1noc(C)c1S(=O)(=O)N1CCC(C(=O)N2CCC(N3CCCCC3)CC2)CC1,-10%,8%,·,3%,·,9%,1%,0%,2%,·,·
CC1(C)N=C(/C=N/O)C=[N+]1[O-],1%,3%,i,1%,-9%,3%,-1%,-1%,0%,i,i
CCOc1cccc(/C(O)=C2/C(=O)C(=O)N(CCN3CCOCC3)C2c2cccnc2)c1 (configuration not stated),23%,11%,i,-1%,-9%,?,-2%,-1%,-19%,i,i
COc1cccc(NC(=O)CSc2nc3c(c(=O)n2C)SC(C)C3)c1 (configuration not stated),-19%,8%,·,0%,·,·,2%,1%,-12%,·,·
COCCCn1c(SCC(=O)Nc2cccc(C(=O)OC)c2)nnc1-c1ccncc1,2%,6%,i,-1%,11%,-29%,2%,0%,1%,i,i
O=C(Nc1scc(-c2cccs2)c1C(=O)O)c1cccs1,1%,21%,·,0%,?,7%,1%,0%,-5%,·,·
CCOC(=O)Nc1ccc(NS(=O)(=O)c2ccc(C)cc2)cc1,1%,4%,?,0%,5%,-30%,1%,0%,?,i,i
Cc1cc(C(=O)OCC(=O)N2CCc3ccccc32)c(C)o1,7%,-4%,i,-15%,4%,7%,4%,-2%,0%,?,i
COc1ccc(-n2c(=O)cc(N3CCc4ccccc43)[nH]c2=O)cc1,-1%,?,i,0%,-3%,12%,1%,1%,4%,i,i
CC1(C)Oc2ccc3ccc(=O)oc3c2C(N2CCCCC2)C1O (configuration not stated),0%,?,·,-1%,12%,-13%,-2%,-1%,-2%,·,·
CCC(C)(C)NC(=O)c1ccc2c(c1)N(CC(=O)OC)C(=O)C(C)(C)O2,-11%,15%,?,0%,13%,-24%,1%,1%,2%,i,i
CCOC(=O)C(O)(NC(=O)c1cccnc1)C(F)(F)F (configuration not stated),-4%,4%,i,-2%,6%,36%[activator],1%,-1%,12%,i,i
CN1CCCCCC1=Nc1ccccc1C#N,-2%,20%,i,2%,-1%,-4%,-1%,1%,-2%,i,i
COc1ccccc1OCC(=O)Nc1nnc(-c2ccco2)s1,12%,-5%,i,-1%,19%,-16%,2%,-5%,?,?,i
Cc1ccc(N(CC(=O)NCc2cccs2)S(=O)(=O)c2cccs2)cc1,-2%,?,i,-1%,7%,29%,2%,2%,4%,i,i

# Reprinted at random: 2 compounds from above.
SMILES,Tau filament bind,HEK293 cAMP cs,Fluorescein autfl,FLuc inh,USP2a inh,ERK AVP inh,Caspase-1 inhib,Casp7 inh,HADH2 inhib,Texas Red fluor,Rhodamine fluor
COc1ccc(-n2c(=O)cc(N3CCc4ccccc43)[nH]c2=O)cc1,-1%,?,i,0%,-3%,12%,1%,1%,4%,i,i
Cc1cc(C(=O)OCC(=O)N2CCc3ccccc32)c(C)o1,7%,-4%,i,-15%,4%,7%,4%,-2%,0%,?,i

# Back to the main list; the 5 compounds before the break are reprinted first.
SMILES,Tau filament bind,HEK293 cAMP cs,Fluorescein autfl,FLuc inh,USP2a inh,ERK AVP inh,Caspase-1 inhib,Casp7 inh,HADH2 inhib,Texas Red fluor,Rhodamine fluor
CCC(C)(C)NC(=O)c1ccc2c(c1)N(CC(=O)OC)C(=O)C(C)(C)O2,-11%,15%,?,0%,13%,-24%,1%,1%,2%,i,i
CCOC(=O)C(O)(NC(=O)c1cccnc1)C(F)(F)F (configuration not stated),-4%,4%,i,-2%,6%,36%[activator],1%,-1%,12%,i,i
CN1CCCCCC1=Nc1ccccc1C#N,-2%,20%,i,2%,-1%,-4%,-1%,1%,-2%,i,i
COc1ccccc1OCC(=O)Nc1nnc(-c2ccco2)s1,12%,-5%,i,-1%,19%,-16%,2%,-5%,?,?,i
Cc1ccc(N(CC(=O)NCc2cccs2)S(=O)(=O)c2cccs2)cc1,-2%,?,i,-1%,7%,29%,2%,2%,4%,i,i
COCCCNC(=O)C1CCN(C(=O)Nc2ccc(Cl)cc2)CC1,-6%,10%,i,-1%,-1%,-20%,-1%,1%,13%,i,i
COc1ccc(NC2c3ccccc3C(=O)N2Cc2ccco2)cc1OC (configuration not stated),-18%,17%,·,0%,·,-20%,0%,-3%,1%,·,·
O=C(CSc1nnc(Cc2ccccc2)n1Cc1ccco1)NC1CCCC1,4%,?,?,-1%,3%,7%,-1%,2%[0.00368 µM],9%,i,i
O=C(Nc1ccccc1)N(CCc1ccncc1)C1CCCCC1,7%,23%,·,0%,·,-6%,-3%,-1%,1%,·,·
CC(C)Sc1nc2c(c(=O)[nH]c(=O)n2C)n1CCc1ccccc1,10%,25%,i,1%,·,-21%,-2%,2%,?,?,i
O=C(CN(Cc1ccccc1)C(=O)CCC(=O)Nc1nccs1)NCc1ccco1,0%,-4%,?,-2%,-16%,-27%,0%,1%,14%,i,i
